GLP1R inv ag = qHTS of GLP-1 Receptor Inverse Agonists (Inhibition Mode). HEK293 GLP-1R CRE-luciferase, luminescence, 24 h; GLP-1R form is constitutively active. Potency, µM (top dose mostly 38.3 µM), inactives show at the top dose activity change, negative = inhibition, most hits filed as inhibitors. Glucagon-like peptide 1 receptor (Homo sapiens), P43220. 410,000 tested, 1.6% active; also: potency is read from the fitted curve at half-maximal effect; % is scaled to controls: 0 for no effect and ±100 for the full control effect; nearly all actives have a fitted effect of over 55% in size
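GLP-1R inverse agonism mode: basal reporter luminescence in engineered HEK293 cells measured after one day of compound exposure at 37 deg C, with a 12 min room-temperature detection step.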
IL2 activator = qHTS of IL-2 Activators; activation, % (series mostly up to about 46 µM); IL-2 activation reporter assay, cell-based qHTS; stimulated with anti-CD3/CD4/CD28 beads; in transgenic mouse T cells; 360,000 tested, 0.065% active; in the data active = activation above about 50%; inconclusive = mostly about 30% to 49%; also: 0% is about no effect
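Unstimulated transgenic mouse T cells preincubated 60 min with compound, then stimulated with anti-CD3/anti-CD4-coated beads plus anti-CD28 for 18 h at 37 degrees C. IL-2 response read as EGFP and DsRed fluorescence by plate cytometry.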
WRN helicase inh = qHTS for Inhibitors of WRN Helicase | 360,000 tested, 0.46% active | Bifunctional 3'-5' exonuclease/ATP-dependent helicase WRN (Homo sapiens), Q14191 | WRN helicase unwinding, fluorescent forked duplex, kinetic | Potency, µM (titrated, usually from 114 µM), for inactives: at the top dose activity change, negative = inhibition, usual class: inhibitors; also: potency is read from the fitted curve at half-maximal effect; % is scaled to controls: 0 for no effect and ±100 for the full control effect; nearly all actives have a fitted effect of over 55% in size
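Kinetic red-fluorescence monitoring (525/598 nm) tracks WRN helicase activity after 100 nM fluorophore-quencher forked duplex and 2 mM ATP are added to 20 nM enzyme pretreated 15 min at room temperature with compound.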
GLP-1R agonist = qHTS of GLP-1 Receptor Agonists; HEK293 GLP-1R CRE-luciferase, luminescence, 4-6 h; cells express a hypersensitive GLP-1R form; Potency, µM (top dose mostly 45.6 µM), for inactives: at the top dose activation, hits mostly activators; 380,000 tested, 0.007% active; Glucagon-like peptide 1 receptor (Homo sapiens), P43220; AID 624172, 2012; also: potency is read from the fitted curve at half-maximal effect; % of control where 0% means no effect
DRD3 agonist = qHTS of D3 Dopamine Receptor Agonist: qHTS | D3R DiscoveRx beta-arrestin cells, luminescence, 90 min | 410,000 tested, 0.58% active | max activation, % | AID 652048, 2013 | D(3) dopamine receptor (Homo sapiens), P35462; in the data active = max activation above about 30%; also: 0% is about no effect; mostly tested at two doses, the higher about 12 µM
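Cells at 1500/well, incubated overnight, then treated with pinned compounds (dopamine as control) for 90 min at 37 degrees C. DiscoveRx reagent added for 30 - 60 minutes at room temperature; luminescence read.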
DRD3 antagonist = qHTS of D3 Dopamine Receptor Antagonist: qHTS; 360,000 tested, 2.5% active; D3R cells, DiscoveRx beta-arrestin luminescence, antagonist mode; hits give low values; D(3) dopamine receptor (Homo sapiens), P35462; max response, negative = inhibition, %; in the data active = max response below about -50%; inconclusive = no clear call, values can overlap the other calls; also: % is scaled to controls: 0 for no effect and ±100 for the full control effect; mostly tested at two doses, the higher about 12 µM
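Cells expressing the human receptor were seeded at 1500 cells/well, incubated overnight at 37 degrees C in 5% CO2, then exposed to library compounds with dopamine controls for 90 minutes at 37 degrees C before luminescent detection.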
PI5P4K alpha inh = qHTS for Inhibitors of phosphatidylinositol 5-phosphate 4-kinase (PI5P4K); Phosphatidylinositol 5-phosphate 4-kinase type-2 alpha (Homo sapiens), P48426; PI5P4Kalpha enzyme, ADP-Glo luminescence, 60 min; hits give low values; max response, %; 330,000 tested, 1.2% active; AID 652105, 2013; active = max response of -50% or lower; inconclusive = between -30% and -50%; inactive = -30% or higher; also: value at the top dose of about 77 µM; % is scaled to controls: 0 for no effect and ±100 for the full control effect
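Controls without substrate or without enzyme flank wells where PI5P4Kalpha converts substrate using 5 microM ATP (final). Incubation lasts 60 minutes at room temperature; ADP formed is read by ADP-Glo luminescence.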
GLP1R cytotox = qHTS of GLP-1 Receptor Inverse Agonists: Cytotox Screen; AID 624418, 2012; 410,000 tested, 0.13% active; Potency, µM (top dose mostly 38.3 µM), without a hit: at the top dose activity change, negative = inhibition, most hits filed as inhibitors; HEK293 cAMP-luciferase reporter cells, luminescence, 24 h;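 also: loss of luciferase light is scored as toxicity; potency is read from the fitted curve at half-maximal effect; % is scaled to controls: 0 for no effect and ±100 for the full control effect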
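Here, cytotoxicity is scored as loss of luminescence. The MLSMR collection was tested on cells seeded in medium containing 10% Nu serum, with a 24 hr compound exposure preceded by 12 hours of culture.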
PLK1 PBD block = qHTS for Inhibitors of PLK1-PDB (polo-like kinase 1 - polo-box domain): Primary Screen | Plk1 PBD binding of FITC phosphopeptide, fluorescence polarization | 360,000 tested, 2.8% active | Potency, µM, without a hit: max response, negative = inhibition, most hits filed as inhibitors | Serine/threonine-protein kinase PLK1 (Homo sapiens), P53350; also: potency is read from the fitted curve at half-maximal effect; series mostly up to about 57 µM; % is scaled to controls: 0 for no effect and ±100 for the full control effect; nearly all actives have a fitted effect of over 65% in size
Active calls of the source: *; ? = inconclusive; nt = no result given; & = joins results of further samples; [ ] = remark or other dose. Unless noted, calls follow the shape of the dose curve; as a rule, active = well fitted curve in the direction sought with a large enough effect; inconclusive = small, poorly fitted or top-dose-only effect, or another doubt; inactive = no such curve, though single readings can be large; an effect the other way counts as inactive or inconclusive.

1. CCOc1cc(/C=C2\COc3ccccc3C2=O)ccc1OCC(=O)N(C)C
2. CCOC(=O)[C@@H]1[C@H]2COc3cc(OC)ccc3[C@@H]2N2C(=O)N(c3ccc(OC)cc3)C(=O)[C@]12C
3. NNC(=O)CSc1nc(-c2ccccc2)cn1-c1ccccc1
4. CCO/C=N/c1c(C#N)c2c(c(=S)n1C)COC(C)(C)C2
5. Nn1c(SCC(=O)Nc2ccccc2F)nc2ccccc2c1=O
6. COc1ccc(NC(=S)N(CCN2CCOCC2)Cc2ccccc2F)cc1
7. COc1cc(C(=S)N2CCOCC2)ccc1OC(=O)c1ccccc1C
8. COc1ccc(COCC(O)CN2CCCCC2)cc1OC (stereo unspecified)
assay / compound	1	2	3	4	5	6	7	8
GLP1R inv ag	?	12%	-34%	11%	7%	?	?	1%
IL2 activator	-0.8	0.2	-0.4	0.8	-0.6	-3.5	-0.7	-0.5
WRN helicase inh	-11%	-4%	1%	9%	1%	-3%	-7%	-5%
GLP-1R agonist	-2%	-2%	4%	3%	12%	2%	-4%	-8%
DRD3 agonist	-8	-7	-6	-8	40*	-5	1	0
DRD3 antagonist	-20	11	24	-16	35	-17	-14	8
PI5P4K alpha inh	4	-2	6	-5	nt	-1	11	3
GLP1R cytotox	?	6%	1%	-5%	-20%	1%	-7%	8%
PLK1 PBD block	-10%	-3%	3%	-7%	-9%	-8%	-22%	4%

9. Cc1cccc(C)c1NC(=O)C1(N(Cc2ccco2)C(=O)CC2NC(=O)NC2=O)CCCC1 (stereo unspecified)
10. Cc1oc2c(c1C(=O)N1CCC(C)CC1)C(=O)c1ccccc1C2=O
11. COc1ccc(C(=O)C23CC4CC(C2)CC(C(=O)c2ccc(OC)cc2)(C4)C3)cc1
12. CC1CCc2sc(C(=O)NCC(c3ccco3)N3CCCCC3)cc2C1 (stereo unspecified)
13. O=C(Nc1ccc(Cl)cc1)Nc1ccc(N2CCOCC2)cc1
14. CC(=O)Nc1ccccc1C(=O)C(=O)Nc1cccc(C(=O)N2CC(C)CC(C)C2)c1 (stereo unspecified)
15. CCOc1ccccc1NC(=O)CSc1nnnn1C1CCCC1
16. COc1ccc(-n2c(SCC(=O)Nc3ccccc3)nnc2-c2ccc(NS(=O)(=O)c3ccc(C)cc3)cc2)cc1
assay / compound	9	10	11	12	13	14	15	16
GLP1R inv ag	?	?	-19%	8.9µM*	?	-21%	-22%	-11%
IL2 activator	-2.2	-3.8	-2.4	-1.0	1.3	1.2	-3.8	-0.8
WRN helicase inh	5%	-8%	5%	7%	3%	2%	3%	-18%
GLP-1R agonist	-8%	-2%	3%	0%	0%	1%	11%	13%
DRD3 agonist	-6	4	-1	-25	-2	3	-1	15
DRD3 antagonist	-7	-6	4	-82*	-15	12	-8	8
PI5P4K alpha inh	-2	-1	-4	-2	5	1	0	-16
GLP1R cytotox	-17%	-21%	-1%	?	-23%	7%	0%	-18%
PLK1 PBD block	-6%	-2%	4%	0%	-7%	-7%	-11%	-1%&-4%

17. CCOc1cc(C=O)cc(N=Nc2cccc([N+](=O)[O-])c2)c1O
18. O=S1(=O)N[C@H](Cc2ccccc2)COc2cccc(N3CCC[C@@H]3CO)c21
19. CCOC(=O)C1CCC(C(=O)OCC)N1c1ccc(C=O)cc1 (stereo unspecified)
20. COc1cccc2cc3c(=O)n(-c4ccccc4)nc-3oc12
21. CCC(C(=O)OCn1nnc2ccccc2c1=O)c1ccccc1 (stereo unspecified)
22. O=c1ccnc(Nc2ccc(Cl)cc2)[nH]1
23. Cc1ccc(/C=N/Nc2cccc(C(=O)O)c2)s1
24. CC(C)c1ccc(NC(=O)c2cccnc2)cc1
assay / compound	17	18	19	20	21	22	23	24
GLP1R inv ag	15%	-24%	8%	0%	-30%	1%	?	0%
IL2 activator	-2.4	2.2	3.4	1.2	0.4	-0.2	0.4	-2.5
WRN helicase inh	2%	3%	-14%	-1%	-3%	-4%	?	-8%[57.1 µM]
GLP-1R agonist	-3%	8%	7%	8%	6%	-2%	-36%[inhibitor]	-1%
DRD3 agonist	1	5	-7	2	1	2	-9	-21
DRD3 antagonist	-25	48	3	5	8	16	-23	-23
PI5P4K alpha inh	-28	4	-9	-11	9	-2	-5	nt
GLP1R cytotox	-16%	4%	-5%	-22%	4%	-6%	-12%	-14%
PLK1 PBD block	-16%	-11%	-4%	30µM*	-5%	5%	-13%	-6%

3 compounds from above, ordered by length of the SMILES, rising:
22. O=c1ccnc(Nc2ccc(Cl)cc2)[nH]1
24. CC(C)c1ccc(NC(=O)c2cccnc2)cc1
23. Cc1ccc(/C=N/Nc2cccc(C(=O)O)c2)s1
assay / compound	22	24	23
GLP1R inv ag	1%	0%	?
IL2 activator	-0.2	-2.5	0.4
WRN helicase inh	-4%	-8%[57.1 µM]	?
GLP-1R agonist	-2%	-1%	-36%[inhibitor]
DRD3 agonist	2	-21	-9
DRD3 antagonist	16	-23	-23
PI5P4K alpha inh	-2	nt	-5
GLP1R cytotox	-6%	-14%	-12%
PLK1 PBD block	5%	-6%	-13%

The listing continues.
25. CCNC(=O)Cn1cnc2c1c(=O)n(C)c(=O)n2C
26. O=C(CNC(=O)c1ccccc1F)NCc1ccccn1
27. COCCn1c(-c2ccc(OC)cc2)cnc1SCC(=O)Nc1ccc(OC)cc1OC
28. COc1cccc(CSCC(=O)NCCc2ccccc2)c1OC
29. Cn1cc([N+](=O)[O-])c(C(=O)N/N=C\c2c[nH]c3ccccc23)n1
30. Cc1ccc(S(=O)(=O)NN=C2C3CC4CC(C3)CC2C4)cc1[N+](=O)[O-]
31. O=C(OCC(=O)N1CCOCC1)c1ccc2c(c1)OCCO2
32. COC(=O)Cc1csc(N)n1
assay / compound	25	26	27	28	29	30	31	32
GLP1R inv ag	11%	-10%	-11%	?	15%	11%	6%	4%&41%
IL2 activator	0.8	0.7	3.2	0.5	-1.1	0.0	-1.1	2.1&1.1
WRN helicase inh	6%	4%	-18%	-5%[57.1 µM]	-2%	-14%	11%	2%&4%
GLP-1R agonist	-5%	-4%	12%	15%	14%	-1%	-4%	3%&-5%
DRD3 agonist	-3	-1	-4	10	17	2	-1	2&-1
DRD3 antagonist	-6	6	-26	6	-1	-13	5	-12&-13
PI5P4K alpha inh	3	2	-8	-2	-10	6	1	0
GLP1R cytotox	17%	-35%	-9%	0%	-12%	24%	-4%	-13%&2%
PLK1 PBD block	-4%	-3%	?	-3%	-5%	?	-3%	2%&-3%

33. CS(=O)(=O)Cc1ccc(C(=O)NC(c2ccccc2)c2ccccc2)cc1
34. COc1ccc(OC)c(C2=NOC(C(=O)N3CCCc4ccccc43)C2)c1 (stereo unspecified)
35. O=C(NC1CCCC1)C(C1CC1)n1c(C2CCCC2)nc2ccccc21 (stereo unspecified)
36. COc1ccc(N(CC(=O)N/N=C(\C)CCc2ccccc2)S(=O)(=O)c2ccc(C)cc2)cc1
37. COc1ccc(CONS(=O)(=O)c2ccc(NC(C)=O)cc2)cc1Cl
38. COCCNc1nc(NCC2CCCCC2)c2sc(-c3ccccc3)cc2n1
39. Cc1ccccc1CCNC(=O)Cn1nc(C)c2c(C)n(-c3ccccc3)nc2c1=O
40. O=S1(=O)CC(N2CCN(CCO)CC2)CN1Cc1cn(Cc2ccccc2C(F)(F)F)nn1 (stereo unspecified)
assay / compound	33	34	35	36	37	38	39	40
GLP1R inv ag	13%	0%	-21%	4%	4%	?	-22%	18%
IL2 activator	1.1	-4.3	-0.4	-3.4	-1.9	-0.7	-0.3	2.0
WRN helicase inh	11%	-8%	-2%	-7%	1%	-5%	-13%	-6%
GLP-1R agonist	5%	11%	nt	2%	1%	-2%	-2%	-1%
DRD3 agonist	-12	1	-17	8	10	4	-4	2
DRD3 antagonist	-7	7	?	-7	-106*	1	-19	16
PI5P4K alpha inh	1	nt	5	11	nt	nt	-23	8
GLP1R cytotox	10%	?	1%	3%	-12%	?	-6%	-5%
PLK1 PBD block	-7%	-4%	-12%	-1%	-3%	-6%	-1%	-2%

41. Cc1ccc(F)c(S(=O)(=O)NC(=O)C2(C)CCN2C(=O)c2ccco2)c1 (stereo unspecified)
42. Fc1ccc(CNc2ncnc3onc(-c4ccc(F)cc4)c23)cc1
43. COCC(C)n1c(SCC(=O)N2CCCCC2)nc2ccccc2c1=O (stereo unspecified)
44. COc1ccc(Oc2ccc(C(F)(F)F)cc2NC(=O)c2ccc(C)cc2)cc1
45. O=C(O)C1CC=CCC1C(=O)Nc1ccc(S(=O)(=O)N2CCCc3ccccc32)cc1 (stereo unspecified)
46. S=c1[nH]nc(COc2cccc(Cl)c2)n1Cc1ccccc1
assay / compound	41	42	43	44	45	46
GLP1R inv ag	24%	13%	-40%	?	-19%	?
IL2 activator	1.4	nt	0.4	2.1	-2.3	-1.4
WRN helicase inh	8%	nt	2%	-3%	-9%	-3%
GLP-1R agonist	-3%	14%	3%	1%	-1%	7%
DRD3 agonist	-5	-2	1	-9	0	14
DRD3 antagonist	0	nt	11	46	-29	-26
PI5P4K alpha inh	-10	nt	-15	4	nt	-1
GLP1R cytotox	-5%	1%	-20%	7%	-2%	-19%
PLK1 PBD block	-3%	nt	24µM*	-10%	-9%	-26%

Bioassay records as filed in PubChem.
